# High-throughput results: PubChem, several laboratories
# Kir21 inh: blocks the mouse Kir2.1 inward-rectifier potassium channel | P35561 | HEK293-Kir2.1, FluxOR thallium flux fluorescence; active compounds read low | B-score at 10 µM | actives 0.85% (n = 310,000) | AID 1672;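 active = fluorescence ratio B-score at or below minus 3 SD of library scores, with starting-brightness B-score within 2 SD, cut at about -4.2 in these data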;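 note: channel flux triggered by added potassium and thallium sulfate stimulus; B-score of peak minus minimum fluorescence over baseline after thallium stimulus; more negative B-score means stronger Kir2.1 block with less thallium influx; some compounds called inactive have numbers as strong as hits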
# Target sequence (P35561 whole entry, looked up): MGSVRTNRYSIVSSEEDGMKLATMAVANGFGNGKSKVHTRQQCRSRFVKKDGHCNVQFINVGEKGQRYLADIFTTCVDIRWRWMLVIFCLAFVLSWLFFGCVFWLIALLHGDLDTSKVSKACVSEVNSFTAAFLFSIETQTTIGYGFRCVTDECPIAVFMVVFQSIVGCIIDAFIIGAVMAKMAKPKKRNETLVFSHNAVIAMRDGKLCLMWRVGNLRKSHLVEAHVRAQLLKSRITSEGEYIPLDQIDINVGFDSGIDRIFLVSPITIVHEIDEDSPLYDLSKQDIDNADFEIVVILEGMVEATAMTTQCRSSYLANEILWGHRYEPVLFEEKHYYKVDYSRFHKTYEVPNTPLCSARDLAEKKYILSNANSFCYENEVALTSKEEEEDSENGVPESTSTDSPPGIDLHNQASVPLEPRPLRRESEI
# STK33 kinase inh: inhibitors of human STK33 kinase | Q9BYT3 | purified STK33, MBP phosphorylation, ADP-Glo luminescence | inhibition, % at 10 µM | actives 0.073% (n = 320,000);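 active = inhibition at or above 25%, using the most active replicate where run in duplicate; inactive = inhibition below 25%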
# Target sequence (Q9BYT3 whole entry, looked up): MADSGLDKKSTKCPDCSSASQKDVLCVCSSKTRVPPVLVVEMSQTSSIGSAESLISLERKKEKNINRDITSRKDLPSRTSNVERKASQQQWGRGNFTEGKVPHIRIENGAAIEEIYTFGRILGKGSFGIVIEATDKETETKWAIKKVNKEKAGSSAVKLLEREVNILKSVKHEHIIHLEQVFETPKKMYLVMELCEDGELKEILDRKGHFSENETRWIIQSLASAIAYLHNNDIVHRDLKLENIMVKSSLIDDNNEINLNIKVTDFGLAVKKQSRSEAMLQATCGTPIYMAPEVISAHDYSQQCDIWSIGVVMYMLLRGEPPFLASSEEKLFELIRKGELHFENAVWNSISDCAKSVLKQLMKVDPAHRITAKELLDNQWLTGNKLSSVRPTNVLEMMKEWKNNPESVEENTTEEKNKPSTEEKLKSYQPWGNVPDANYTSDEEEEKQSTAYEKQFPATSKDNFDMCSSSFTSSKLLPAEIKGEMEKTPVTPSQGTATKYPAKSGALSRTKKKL
# * marks the source's active call; other numbers are inactive results; nt = not tested or not shown.
item	compound	STK33 kinase inh	Kir21 inh
1	Cc1ccc(N2C(=O)c3ccccc3NC2C(C)Cc2ccc3c(c2)OCO3)cc1 (stereo not given)	-0.1	-0.69
2	CCc1ccc(NC(=O)CS(=O)CC(=O)NC(C)CCc2ccco2)cc1 (stereo not given)	-1.6	-0.07
3	Cc1ccc(CNC(=O)CN(C(=O)N2CCN(C)CC2)S(=O)(=O)c2ccc(C)cc2)cc1	-1.6	0.23
4	COc1ccccc1CNC(=O)c1cc(-c2ccncc2)nc2c(Cl)cccc12	-0.2	0.53
5	COc1ccc(OC)c(C(=O)CSc2nnc(Cc3cccs3)n2CCc2ccccc2)c1	-2.7	-0.87
6	COc1ccc(CCC(=O)NNC(=O)c2cc(Cl)ccc2OC)cc1OC	-0.3	-0.19
7	COc1ccc(/C=N/NC(=O)c2cccnc2)cc1COc1ccc([N+](=O)[O-])c(C)c1	-0.4	0.09
8	N#Cc1c(N)n(-c2ccc(C(=O)O)cc2)c2nc3ccccc3nc12	-1.9	-1
9	Cc1[nH]c2ccc(F)cc2c1CCN(Cc1ccncc1)C(=S)Nc1ccccc1	0.0	-0.21
10	COc1ccc(-c2nnc(Sc3nc4ccccc4o3)c3ccccc23)cc1	0.1	-0.08
11	COCCCNCCCOc1ccc(Cl)cc1Br	-1.0	-1.6
12	O=C(CCN1C(=O)NC2(CCCC2)C1=O)Nc1cccc(S(=O)(=O)N2CCOCC2)c1	1.9	nt
13	CC(C)(O)/C=C/C[C@](C)(O)C1CC[C@]2(C)C1[C@H](O[C@H]1O[C@@H](CO)[C@H](O)[C@@H](O)[C@@H]1O)CC1[C@@]3(C)CC[C@H](O)C(C)(C)C3[C@@H](O)C[C@]12C (stereo not given in full)	-0.5	nt
14	CCn1c(=O)c(CCC(=O)NCC2CCCO2)c(C)c2c(C)nn(-c3ccc(C)cc3)c21 (stereo not given)	2.1	-1.8
15	C=CCNC(=S)N/N=C(\C)c1ccccn1	1.2	-1.5
16	CC1=NN(C(N)=S)C(=O)C1N=Nc1ccc(Br)cc1 (stereo not given)	-0.6	-1.1
17	O=C(N/N=C/C(Br)=C\c1ccccc1)c1cccs1	-0.6	-1.6
18	O=C(NCCCN1CCCC1=O)C1CCC(CNS(=O)(=O)c2ccc(Cl)cc2)CC1 (stereo not given)	0.4	1.3
19	CCN(CC)P(=O)(Nc1ccc([N+](=O)[O-])cc1)c1c(C)nn(CCC#N)c1NC(=O)c1ccc(Cl)cc1Cl (stereo not given)	1.0	-2.8
20	CC1(OC(=O)c2cccs2)C(=O)C=C2C=C(C3CC3)OC=C2C1=O (stereo not given)	0.8	-1.4
21	CC1CCCN(C(=O)CSc2nnc(-c3ccc(S(=O)(=O)N4CCOCC4)cc3)n2C)C1 (stereo not given)	-3.1	0.75
22	Cc1cc(C)c2c(N)c(C(=O)NC3CC3)sc2n1	0.8	0.2
23	CCC1(CC)NC(=O)N(CC(=O)OCC(=O)Nc2ccc(F)c(F)c2F)C1=O	0.3	0.02
24	COCCNCc1ccc(C(C)C)cc1	-1.0	0.03
25	S=c1[nH]nc(C2CCCCC2)n1/N=C/c1ccc(Cl)cc1	-0.5	0.71

item	compound	STK33 kinase inh	Kir21 inh
26	COc1ccccc1NC(=O)CCC(=O)OCC(=O)c1ccc(C)c([N+](=O)[O-])c1	-2.3	0.29
27	CCc1cc(=O)oc2cc3oc(C)c(C)c3cc12	-4.8	-1.6
28	CCC(=O)N(CCc1ccccc1)Cc1cc2ccc(OC)cc2[nH]c1=O	-0.1	-0.79
29	CCn1nnnc1SCC(=O)Nc1cccc(NC(C)=O)c1	-0.8	-0.13
30	O=C(CN(Cc1ccco1)C(=O)c1ccccc1)Nc1ccc(Cl)c(Cl)c1	-2.1	-0.01
31	CC(=O)C1=C(C)Nc2ncnn2C1c1ccc(Cl)cc1 (stereo not given)	-1.0	-0.4
32	CCN(CC)S(=O)(=O)c1cccc(C(=O)N/N=C/c2ccccc2OCC(=O)O)c1	-1.3	0.22
33	CCN(CC)C(=O)CCn1nc(-c2ccc(C)cc2)c2ccccc2c1=O	-0.7	0.65
34	CCOc1cc(NC(=O)C2CCCO2)c(OCC)cc1NC(C)=O (stereo not given)	0.1	-0.4
35	CC(=O)Nc1ccccc1NC(=O)C(F)(F)F	-4.4	0.29
36	CCN(CC)CCN1CNC(=S)N(c2ccccc2OC)C1	-0.2	0.78
37	CC1CN(C(=O)COC(=O)c2cccc(S(=O)(=O)N3CCc4ccccc43)c2)CC(C)O1 (stereo not given)	-0.7	nt
38	CCOC(=O)c1cnc2c(CC)cccc2c1NCCCN1CCOCC1	-0.4	1.6
39	O=C(Nc1nc(-c2ccc(F)cc2)cs1)c1cccnc1	0.8	-1
40	C#CCOCCOCCOCCNc1nc(N2CCN(C(=O)[C@H](Cc3cc4ccccc4[nH]3)n3cc([C@@H](N)C(C)CC)nn3)CC2)nc(N2CCN(C(=O)[C@H](Cc3cc4ccccc4[nH]3)n3cc([C@@H](N)Cc4ccc(O)cc4)nn3)CC2)n1 (stereo not given in full)	-1.6	1.2
41	Cc1ccccc1NC(=O)Cn1nnc2sc3c(c2c1=O)CC(C)(C)OC3	-2.6	-1.1
42	CN(C(=O)CN1C(=O)C2C3CC(C(Br)C3Br)C2C1=O)C1CCCCC1 (stereo not given)	2.0	0.59
43	CN(C)C(CNC(=O)c1ccc(OCc2cn3ccccc3n2)cc1)c1ccco1 (stereo not given)	0.2	nt
44	OCCNc1nc(Nc2ccccc2C(F)(F)F)nc(N2CCCC2)n1	-0.6	-1.3
45	O=C(O)CC(Cc1ccccc1)c1ccc2c(c1)OCO2 (stereo not given)	-0.5	0.03
46	CC(C)c1ccc(NC2CCCN(C(=O)CCN3CCCCO3)C2)cc1 (stereo not given)	-1.1	0.31
47	COC(=O)c1c(C(=O)OC)c(-c2ccc(OC)cc2)n2c1CS(=O)(=O)C2	-1.9	-0.77
48	Cc1ccc(NS(=O)(=O)c2ccc(NC(=O)c3ccccc3C(=O)O)cc2)cc1C	-1.3	-0.01
49	Cc1cccc(N2CN=c3s/c(=C\c4ccncc4)c(=O)n3C2)c1	nt	-0.83
50	CCOc1ccc(NS(=O)(=O)c2cc(OCC(N)=O)c(C)cc2Cl)cc1	-3.3	-0.1

item	compound	STK33 kinase inh	Kir21 inh
51	CN(CC(=O)Nc1ccc(S(=O)(=O)N2CCCC2)cc1)CC(=O)Nc1cccc(F)c1	-0.3	1.7
52	O=C(Nc1cccc(NC(=O)c2ccccc2Cl)c1)c1cccs1	-0.7	-0.28
53	COc1ccc(/C=N/NC(=O)c2csc(-n3nc(C)cc3C(F)(F)F)n2)cc1	-0.7	1.8
54	NS(=O)(=O)c1ccc(NC(=O)/C(=C/c2ccncc2)NC(=O)c2ccccc2)cc1	-0.5	0.04
55	COc1ccc(-c2oc3ncnc(NCCN4CCOCC4)c3c2-c2ccc(OC)cc2)cc1	2.9	1
56	Cn1sc(NC(=O)c2ccccc2)nc1=O	-0.5	-0.4
57	CN(C)S(=O)(=O)n1cnc([C@@H]2[C@@H]3C(=O)OC[C@@H]3C[C@]23N=CN(Cc2ccccc2)C3=O)c1	-3.5	nt
58	Cc1ccsc1C=C1C(=O)c2ccccc2C1=O	3.2	1.4
59	Cc1cc(C)cc(Oc2nc(C(F)(F)F)nc3ccccc23)c1	-0.3	0.52
60	CCOC(=O)c1c(NC2=NS(=O)(=O)c3ccccc32)sc2c1CCCCC2	-1.3	-0.32
61	O=C(O)c1ccc(-n2c(-c3cc(-c4ccco4)[nH]n3)n[nH]c2=S)cc1	5.2	-0.12
62	Cc1ccc(-c2csc(N3CCN(CCCn4c(C(F)(F)F)nc5ccccc54)CC3)n2)cc1	-0.1	0.46
63	Cc1ccc(S(=O)(=O)Cc2ccc(C(=O)N3CCc4ccccc4C3)o2)cc1	-1.1	-4
64	CSc1ccc(CNc2ccc(C)cc2)cc1	-0.1	-0.06
65	CC(=O)Nc1sc2c(c1C#N)CCC(C)C2 (stereo not given)	-2.4	2
66	CC(NC(=O)c1noc2c1CCCC2)c1ccccc1 (stereo not given)	-1.7	0.58
67	COc1ccc(C(=O)Nc2ccc(C(=O)Nc3cccnc3)cc2)cc1	-0.4	-0.45
68	Cc1c(C(=O)OCC(=O)N(C)c2ccccc2)cccc1[N+](=O)[O-]	-1.0	-0.5
69	Cc1nc(-c2ccccc2)nc2sc(C(=O)c3ccc(F)cc3)c(N)c12	-0.9	-0.33
70	CCN1CCCC1CNC(=O)c1cc2c(=O)n(C)c3ccccc3c2n1C (stereo not given)	1.1	1
71	O=C(C1=C(O)C(=O)N(CCN2CCOCC2)C1c1ccccc1)c1cccs1 (stereo not given)	-0.3	-0.61
72	O=C(O)c1ccccc1C(=O)Nc1ccccc1[N+](=O)[O-]	3.0	0.02
73	O=C(OCCOc1ccccc1)c1cc(S(=O)(=O)N2CCOCC2)ccc1Cl	0.4	nt
74	O=C(Nc1cc(Cl)ccc1-n1cncn1)c1cc(F)cc(F)c1	-1.6	-0.35
75	COc1cccc(NC(=S)NCc2ccc3c(c2)cc(C)n3C)c1	nt	-0.22

item	compound	STK33 kinase inh	Kir21 inh
76	N#CCCN(Cc1cccnc1)C(=O)Nc1ccc(Cl)c(Cl)c1	-1.8	-1.2
77	NC(=O)c1ccsc1NC(=O)COC(=O)CNC(=O)c1ccc(Cl)cc1	-0.7	nt
78	COc1ccc(NC(=O)CCS(=O)(=O)c2ccc(Cl)cc2)cc1	0.2	-2.9
79	Cc1ccc(S(=O)(=O)NCC(=O)NCC(=O)NCCc2ccccc2F)cc1C	-0.9	nt
80	Cc1cc(N2CCN(C)CC2)nc(N2CCOCC2)n1	1.3	-0.5
81	CC(C)CC(OC(=O)c1cccs1)C(=O)NCc1ccco1 (stereo not given)	-1.8	-1.1
82	COc1ccc(Nc2nc3ccc(C)cc3cc2C#N)c(OC)c1	0.5	1.7
83	Cc1ccc(OCCC(=O)OCC(=O)NC2CCS(=O)(=O)C2)cc1 (stereo not given)	0.9	2.2
84	O=C(Nc1ccc2nc3n(c(=O)c2c1)CCCC3)c1cccc(F)c1	-2.1	1.6
85	COc1ccc(C)cc1S(=O)(=O)Nc1cc2c3c(c1)CCC(=O)N3CCC2	0.2	0.54
86	O=C(Nc1ccnn1C1CCN(Cc2ccccn2)CC1)c1cccc(F)c1	-0.5	-0.03
87	COC(=O)c1ccc(N2CCN(C(=O)c3ccccc3)CC2)c(NC(C)=O)c1	3.0	0.24
88	COc1ccc(N2C(=S)N=C(Nc3cccc(C)c3)C23CCCCC3)cc1	-0.8	-0.55
89	O=C(NC1CCN(c2ncccn2)CC1)c1c(F)cccc1F	-2.6	-0.08
90	CCN(CC)CCN(C(=O)C1=COCCO1)c1nc2cc(C)cc(C)c2s1	0.5	-3.3
91	O=C(COC(=O)C12CC3CC(CC(C3)C1)C2)Nc1nc2c(F)c(F)c(F)cc2s1	-0.5	1.4
92	O=C(Cc1nc2ccccc2[nH]1)c1ccc(Br)cc1	0.9	2.7
93	O=C(Nc1ccccc1F)C1CCN(C(=O)Cc2ccccc2)CC1	-2.2	-1.5
94	CC(=O)c1cccc(NC(=O)Nc2ccc(C(=O)N3CCCC3)cc2)c1	0.0	0.37
95	COc1ccc(NS(=O)(=O)c2cccc(-c3nnc4n3CCCCC4)c2)cc1	2.1	1.4
96	CN1CCN(S(=O)(=O)c2cccc(C(=O)Nc3ccccc3N3CCCCC3)c2)CC1	7.0	-2
97	O=S1(=O)CCC(NC(=S)NCCNC(=S)NC2CCS(=O)(=O)C2)C1 (stereo not given)	-1.1	-0.07
98	CC(=O)c1c(C)[nH]c(C(=O)CN2C(=O)NC(C)(CCC(C)C)C2=O)c1C (stereo not given)	-0.3	1.5
99	CCC(CC)C(=O)Nc1nnc(S(=O)(=O)N2c3ccccc3CC2C)s1 (stereo not given)	-0.5	1.2
100	CC(C)C1N(c2ccccc2)C(N)=C(C#N)C1(C#N)C#N (stereo not given)	-0.7	0.12

# Exported with two lines to a compound: two of the compounds above.
# Second line of a record – STK33 kinase inh | Kir21 inh
72: O=C(O)c1ccccc1C(=O)Nc1ccccc1[N+](=O)[O-]
 : 3.0 | 0.02
36: CCN(CC)CCN1CNC(=S)N(c2ccccc2OC)C1
 : -0.2 | 0.78

# (further entries)
item	compound	STK33 kinase inh	Kir21 inh
101	O=C(Nc1ccccc1)C1=C[C@@H](c2ccccc2)C[C@@H](OCc2ccc(CO)cc2)O1	-2.0	0.34
102	O=C(OCc1cccc([N+](=O)[O-])c1)c1cc2ccccc2oc1=O	nt	-0.18
103	COc1ccc(C(=O)Nc2cccc3cccnc23)cc1OC	-0.7	-0.04
104	Cc1ccc(OC(C)C(=O)Nc2ccc3c(c2)n(C)c(=O)n3C)c(C)c1 (stereo not given)	-0.6	0.7
105	Nn1cc(-c2ccccc2)nc1SCC(=O)N1CCN(S(=O)(=O)c2ccc(Cl)cc2)CC1	-0.6	-0.03
106	COc1cc(C(=O)NCc2cccs2)ccc1OCc1c(C)noc1C	-1.1	nt
107	COCCn1c(SCc2c(F)cccc2Cl)nc2c1c(=O)[nH]c(=O)n2C	-0.5	-1.3
108	CCN(CC(=O)NC(c1ccccc1)c1ccccc1)Cc1nc2ccccc2c(=O)[nH]1	1.0	0.17
109	c1ccc(CN2CCC(N3CCN(Cc4ccc5c(c4)OCO5)CC3)CC2)cc1	-1.7	-0.17

# Compounds above with bromine, in the order listed:
item	compound	STK33 kinase inh	Kir21 inh
11	COCCCNCCCOc1ccc(Cl)cc1Br	-1.0	-1.6
16	CC1=NN(C(N)=S)C(=O)C1N=Nc1ccc(Br)cc1 (stereo not given)	-0.6	-1.1
17	O=C(N/N=C/C(Br)=C\c1ccccc1)c1cccs1	-0.6	-1.6
42	CN(C(=O)CN1C(=O)C2C3CC(C(Br)C3Br)C2C1=O)C1CCCCC1 (stereo not given)	2.0	0.59
92	O=C(Cc1nc2ccccc2[nH]1)c1ccc(Br)cc1	0.9	2.7
